PI5P4K alpha inh – PI5P4K alpha (human) kinase inhibition; P48426; max response, %; PI5P4Kalpha enzyme, ADP-Glo luminescence, 60 min; stronger effect = lower value; AID 652105; 330,000 compounds, 1.2% hits; active means max response of -50% or lower; inconclusive means between -30% and -50%; inactive means -30% or higher; further: value at the top dose of about 77 µM; on the % scale 0 is the no-effect control and ±100 the full control effect
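qHTS, 1536-well: enzyme/substrate mix, compound by pin tool, 5 microM ATP final; RT 60 min; ADP-Glo reagents 1 (45 min) then 2 (30 min); luminescence.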
EPAC1 ag – agonists of human EPAC1; O95398; EPAC1 agonist qHTS, biochemical assay; response scale: 100% = response to 6.5 mM cAMP; Potency, µM (highest dose often 154 µM), for inactives: top-dose activation, usual class: activators; 360,000 compounds, 0.073% hits; further: potency means the concentration at half of the fitted maximal effect; nearly all actives have a fitted effect of over 60% in size
Target sequence (O95398 whole entry, looked up): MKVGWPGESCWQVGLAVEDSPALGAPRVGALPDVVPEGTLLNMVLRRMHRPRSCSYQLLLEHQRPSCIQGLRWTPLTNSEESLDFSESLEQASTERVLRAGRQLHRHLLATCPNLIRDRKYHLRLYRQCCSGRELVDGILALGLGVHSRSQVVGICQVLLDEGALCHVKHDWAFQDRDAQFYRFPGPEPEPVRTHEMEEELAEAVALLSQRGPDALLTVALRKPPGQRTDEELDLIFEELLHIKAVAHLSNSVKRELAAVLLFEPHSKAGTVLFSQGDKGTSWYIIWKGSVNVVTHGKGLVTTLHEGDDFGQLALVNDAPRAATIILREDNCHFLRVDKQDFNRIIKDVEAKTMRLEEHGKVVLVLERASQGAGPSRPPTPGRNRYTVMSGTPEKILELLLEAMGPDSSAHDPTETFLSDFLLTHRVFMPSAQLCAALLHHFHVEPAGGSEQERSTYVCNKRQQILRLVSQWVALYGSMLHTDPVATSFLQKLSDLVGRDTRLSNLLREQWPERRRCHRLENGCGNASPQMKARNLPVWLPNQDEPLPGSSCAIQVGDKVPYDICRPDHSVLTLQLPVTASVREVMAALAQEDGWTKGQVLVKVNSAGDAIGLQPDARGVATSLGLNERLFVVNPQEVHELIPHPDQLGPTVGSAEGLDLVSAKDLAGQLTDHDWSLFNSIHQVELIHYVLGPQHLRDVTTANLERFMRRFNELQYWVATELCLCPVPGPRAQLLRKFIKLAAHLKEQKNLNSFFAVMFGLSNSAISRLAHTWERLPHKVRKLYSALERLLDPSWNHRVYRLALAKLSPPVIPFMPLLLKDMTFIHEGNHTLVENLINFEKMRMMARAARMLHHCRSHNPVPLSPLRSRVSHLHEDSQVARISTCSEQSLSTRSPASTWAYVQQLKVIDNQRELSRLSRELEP
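EPAC1 100 nM, Rap1B–BODIPY-GDP 250 nM, unlabeled GDP 50 uM; compound titration; 5 min RT; kinetic read ex480/em540 at 5-min intervals ×30 min; data normalized to 6.5 mM cAMP agonist control.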
IL2 activator – IL-2 activation | activation, % (series mostly up to about 46 µM) | 360,000 compounds, 0.065% hits | IL-2 activation reporter assay, cell-based qHTS; stimulated with anti-CD3/CD4/CD28 beads; in transgenic mouse T cells | AID 652025; in the data active means activation above about 50%; inconclusive means mostly about 30% to 49%; further: 0% is about no effect
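Unstimulated transgenic mouse T cells, 750 per well, received compound and, after 60 minutes, anti-CD3/anti-CD4 bead plus anti-CD28 stimulation. EGFP and DsRed were quantified after 18 hours.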
EPAC1 antag – EPAC1 (human) antagonism; O95398; EPAC1 GEF assay, Rap1b-BODIPY-GDP exchange fluorescence; Potency, µM (doses to about 115 µM), inactives show top-dose activity change, negative = inhibition, hits mostly inhibitors; 360,000 compounds, 0.14% hits; AID 720709;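 further: potency means the concentration at half of the fitted maximal effect; plate controls were vehicle for no effect and positive control for full effect; nearly all actives have a fitted effect of over 50% in size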
EPAC2 ag – EPAC2 (human) agonism; EPAC2 activation, biochemical qHTS; response scale: 100% = 6.5 mM cAMP response; 360,000 compounds, 0.079% hits; Q8WZA2; AID 720711; Potency, µM (top dose mostly 154 µM), for inactives: top-dose activation, usual class: activators; further: potency means the concentration at half of the fitted maximal effect; nearly all actives have a fitted effect of over 50% in size
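Guanine nucleotide exchange by EPAC2 is measured as reduced fluorescence of BODIPY-GDP once it is released from 250 nM Rap1B. Plates are read kinetically for 30 min at room temperature; results are scaled to 6.5 mM cAMP.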
PLK1 PBD inh – blocks phosphopeptide binding to human PLK1 polo-box domain | Plk1 PBD binding of FITC phosphopeptide, fluorescence polarization | Potency, µM, inactives show max response, negative = inhibition, hits mostly inhibitors | 360,000 compounds, 2.8% hits | AID 720504; further: potency means the concentration at half of the fitted maximal effect; series mostly up to about 57 µM; on the % scale 0 is the no-effect control and ±100 the full control effect; nearly all actives have a fitted effect of over 65% in size
WRN inhibitor – inhibitors of human WRN helicase. Q14191. WRN helicase unwinding, fluorescent forked duplex, kinetic. Potency, µM (top dose mostly 114 µM), for inactives: top-dose activity change, negative = inhibition, hits mostly inhibitors. 360,000 compounds, 0.46% hits. AID 651768; further: potency means the concentration at half of the fitted maximal effect; on the % scale 0 is the no-effect control and ±100 the full control effect; nearly all actives have a fitted effect of over 55% in size
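Enzyme (20 nM final) and test compound sit together 15 min at room temperature before substrate addition. Substrate is a single-forked duplex oligonucleotide (100 nM) labelled with fluorophore and quencher, with 2 mM ATP; helicase unwinding raises red fluorescence, read kinetically.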
CCT modulator – cytosolic chaperonin activity modulation; activity change, % (no concentration beside the values), hits read low; purified chaperonin ATPase assay, HTRF ADP detection, 30 min; AID 651819; 360,000 compounds, 0.3% hits; in the data active means activity change below about -30%; further: on the % scale 0 is the no-effect control and ±100 the full control effect
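TRiC (40 or 20 nM final, by batch activity) in 30 mM Tris pH 7.4, 100 mM KCl, 5 mM MgCl2, 1 mM DTT was treated with compound at 76 uM single dose, then 10 uM ATP, 30 min at 37 °C. ADP was read by HTRF Transcreener.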
Numbers without * were called inactive; ? = inconclusive; . = no result given; [ ] = dose if it differs, or a comment. Unless noted, the call rests on the fitted dose curve; in most records, active means well fitted curve in the direction sought with a large enough effect; inconclusive means small, poorly fitted or top-dose-only effect, or another doubt; inactive means no such curve, though single readings can be large; an effect the other way counts as inactive or inconclusive.

SMILES	PI5P4K alpha inh	EPAC1 ag	IL2 activator	EPAC1 antag	EPAC2 ag	PLK1 PBD inh	WRN inhibitor	CCT modulator
COc1cccc(/C=N/Nc2cc(Cl)nc(C)n2)c1O	0	1%	-0.8	?	2%	-2%	-9%	4.1
COc1cccc(C(=O)NCC2CCCN2S(=O)(=O)c2cccs2)c1 (stereo not given)	1	-5%	-0.6	-7%	0%	-4%	-22%	2.0
CSc1nc2n(n1)C(c1cc(Br)ccc1F)C(C(=O)N(C)C)=C(C)N2 (stereo not given)	.	-6%	-1.1	-10%	1%	-1%	2%	-1.6
C=CCN(Cc1nc(-c2cc(OC)c3c(c2)OCO3)oc1C)C1CCS(=O)(=O)C1 (stereo not given)	1	12%	0.0	-2%	1%	-11%	2%	-3.1
COc1ccc2c(-c3ccccc3)cc(SCC(N)=O)nc2c1	14	7%	3.8	-11%	-2%	1%	2%	1.4
CCN(C(=O)CSc1ccc2ccccc2c1)C1CCS(=O)(=O)C1 (stereo not given)	-7	5%	-1.8	1%	-5%	-12%	-7%	-1.6
N#Cc1ccc(S(=O)(=O)NC2CCCCNC2=O)cc1 (stereo not given)	2	5%	0.6	-21%	6%	-2%	-7%	-5.1
CC[C@H]1CN2CCc3cc(OC)c(OC)cc3[C@@H]2C[C@@H]1C[C@H]1NCCc2cc(OC)c(OC)cc21	-4	3%	-0.7	1%	8%	-5%	.	-0.1
CC(C)(C)n1nnnc1C1c2ccccc2C(=O)N1CCc1c[nH]c2ccccc12 (stereo not given)	-1	-7%	1.4	-16%	-3%	4%	-5%	0.5
CN(C(=O)COc1ccccc1)c1nnc(-c2cccnc2)s1	-4	1%	-0.5	-1%	4%	-2%	-2%	-0.7

One compound at a time, from the list above. Order of values: PI5P4K alpha inh	EPAC1 ag	IL2 activator	EPAC1 antag	EPAC2 ag	PLK1 PBD inh	WRN inhibitor	CCT modulator
CN(C(=O)COc1ccccc1)c1nnc(-c2cccnc2)s1 across the screens: -4	1%	-0.5	-1%	4%	-2%	-2%	-0.7
COc1cccc(C(=O)NCC2CCCN2S(=O)(=O)c2cccs2)c1 (stereo not given) across the screens: 1	-5%	-0.6	-7%	0%	-4%	-22%	2.0
CCN(C(=O)CSc1ccc2ccccc2c1)C1CCS(=O)(=O)C1 (stereo not given) across the screens: -7	5%	-1.8	1%	-5%	-12%	-7%	-1.6
N#Cc1ccc(S(=O)(=O)NC2CCCCNC2=O)cc1 (stereo not given) across the screens: 2	5%	0.6	-21%	6%	-2%	-7%	-5.1

Next part.
SMILES	PI5P4K alpha inh	EPAC1 ag	IL2 activator	EPAC1 antag	EPAC2 ag	PLK1 PBD inh	WRN inhibitor	CCT modulator
NNC(=O)c1ccc(COc2cccc3cccnc23)cc1	-3	-13%	-0.2	-4%	-8%	-6%	-6%	1.4
COc1ccc(N2C(=O)CC(NC3CC3)C2=O)cc1 (stereo not given)	2	-6%	0.2	8%	-1%	-2%	1%	-2.6
Cc1ccc(OC(=O)CN2C(=O)c3ccccc3C2=O)cc1C	6	4%	0.6	5%	14%	-4%	-5%	-1.9
O=C(Nc1ccc(Br)cc1F)c1ccc2c(c1)N(Cc1ccccc1)C(=O)CS2=O (stereo not given)	-19	-3%	-1.6	-8%	11%	3%	-2%	-0.3
CCCS(=O)(=O)c1c(S(=O)(=O)CCC)c2c(C)cccn2c1C(=O)N/N=C/c1cc(O)cc(O)c1	-2	-9%	-1.0	?	10%	-3%	-10%	-2.7
CCCc1nc(SCC(=O)O)c2sc(=S)n(-c3ccccc3)c2n1	-2	8%	10.0	10%	5%	-5%	-6%	-0.4
COc1ccc(C(=O)COC(=O)c2nn(C)c(=O)c3ccccc23)c(OC)c1	?	18%	0.2	1%	0%	-6%	-15%	0.4
COc1ccccc1CNC(=O)c1ccc(C)s1	-6	-4%	1.7	-7%	-3%	-14%	-7%	0.0
CC1CC(C)CN(S(=O)(=O)c2ccc3c(c2)oc(=O)n3CC(=O)N2CCOCC2)C1 (stereo not given)	2	4%	-0.1	-2%	-6%	-13%	-2%	-0.7
O=C(Nc1ccc(Cl)cc1)Nc1ccccc1NS(=O)(=O)c1cccs1	-2	-21%	-2.0	?	1%	-8%	-18%	1.8
CCOc1ccc(CCNC(=O)COC(=O)c2c(OC)cccc2OC)cc1OCC	-5	3%	-1.0	-17%	2%	-1%	5%	-0.9
COc1ccc(CN2CCN(C(=O)c3cccs3)CC2)cc1Br	3	-2%	0.7	4%	7%	-1%	-7%	0.4
CC(C)C[C@H]1CN([C@@H](Cc2ccccc2)CN2CCC[C@H]2CN2C(=O)C(=O)NC[C@@H]2Cc2ccc(O)cc2)C(=O)C(=O)N1CC1CCCCC1	-3	-8%	-0.5	-11%	3%	-9%	1%	-1.3
COc1ccc(C(C)(O)c2nc(-c3ccc(OC)c(OC)c3)cs2)cc1 (stereo not given)	1	3%	-0.1	?	9%	-17%	-11%	2.4
Cc1cc(C)n(-c2ccc(C(=O)Nc3ccc(C)c(S(=O)(=O)N4CCOCC4)c3)cc2)n1	-1	6%	5.1	2%	11%	3%	-23%	-0.1
CCc1nc(-c2ccccc2)cc(=O)[nH]1	.	0%	-0.1	5%	8%	2%	-6%	2.4
CN(C(=O)c1ccc(NC(=O)Cc2ccccc2)cc1)c1ccccc1	1	2%	-4.4	1%	5%	1%	-35%	2.9
CCOc1ccc(C(C)=O)cc1COC(=O)c1cnc(Cl)c(Cl)c1	3	-1%	-7.0	3%	-7%	3%	3%	-3.0
CCCCNCCS(=O)(=O)NCc1ccccc1OC	4	-4%	0.3	5%	9%	-8%	-3%	-0.3
O=C(O)c1ccc(-n2c(/C=C/c3ccccc3)nc3ccccc3c2=O)cc1	0	-1%	-2.3	-8%	1%	1%	0%	-1.6
CCOC(=O)[C@@H]1[C@H]2COc3cc(OC)ccc3[C@@H]2N2C(=O)N(c3ccc(Br)cc3)C(=O)[C@]12C	0	-8%	-2.3	5%	12%	2%	-12%	-0.3
COc1cccc(NC(=O)CSc2nnc(-c3ccco3)c(-c3ccco3)n2)c1	-63*	4%	-4.4	?	14%	13µM*	45µM*	-3.2
O=C(NCc1ccccc1)C1CCC1	0	-4%	-0.2	-20%	-3%	-10%	-11%	0.1
Oc1ccccc1OCCOc1ccccc1OCCOc1ccccc1O	-2	10%	-0.6	?	6%	-2%	3%	-2.3
CC(=O)Nc1nc2ccccc2n1CCOc1ccccc1	0	6%	-0.5	-3%	-1%	1%	1%	-2.0
CN1C(=S)SC(N(O)C(=O)Nc2ccccc2)C1(C)C (stereo not given)	-4	-4%	-0.1	3%	-1%	-24%	-1%	0.4
COc1cccc(C(C)N(C)Cc2nc(-c3ccoc3)oc2C)c1 (stereo not given)	-9	-16%	-1.9	-13%	-4%	-10%	-1%	0.3
CCOC(=O)N1CCN(c2ncc(C(F)(F)F)cc2Cl)CC1	3	-4%	-4.4	-16%	8%	-16%	1%	-1.1
Cc1ccc(C(=O)OCC(=O)Nc2sccc2C(N)=O)cc1NC(=O)c1ccco1	-20	0%	-2.2	?	-12%	-6%	-16%	-0.8
CC(=O)Nc1ccc(NC(=S)Nc2ccc(Br)cc2)cc1	-75*	11%	-2.1	-2%	3%	-15%	-4%[11.6 µM]	0.4
Cc1nc(C(=O)Nc2ccc(Cl)cc2)sc1C1(C)CC(c2ccccc2)=NO1 (stereo not given)	11	0%	-0.4	-7%	7%	0%	-5%	-1.9
CCC1(CC)C(=O)C2=C3C1[C@H](C(=O)OC)CC(C(=O)OC)C[C@H]3n1c(=O)n(C)c(=O)n1[C@H]2C (stereo not given in full)	7	-3%	-0.4	6%	6%	0%	-8%	1.0
Cc1cc(C)nc(N2CCC(C(=O)NCc3ccccc3F)CC2)n1	-3	-1%	-2.9	0%	-8%	3%	3%	-2.4
CN1CCC(C(=O)C(=O)O)C1=O (stereo not given)	23	6%	-3.3	-2%	-1%	-6%	-8%	0.5
CCOC(=O)C(C#N)C(Cc1ccccc1)c1ccco1 (stereo not given)	0	-2%	-0.3	-5%	10%	-26%	-3%	0.4
NS(=O)(=O)c1cc(C(=O)NCCc2ccccn2)ccc1Cl	2	-5%	-0.2	-7%	4%	-20%	-6%	-3.5
Cc1ccc(CS(=O)(=O)CCC(=O)NCCC(C)C)cc1	.	1%	-0.7	20%	-2%	-3%	14%	-0.5
CCCn1c(SCC(=O)c2c[nH]c3ccccc23)nnc1-c1ccncc1	-24	-1%	1.6	2%	-1%	3%	-8%[57.1 µM]	-0.8
O=C(O)CSCC(=O)NCc1ccccc1	.	9%	-1.3	1%	12%	-13%	-3%	0.0
CCCn1c(=O)c(C(=O)NCC2CCCO2)c(O)c2ccccc21 (stereo not given)	8	8%	-1.8	-3%	10%	3%	-6%	-2.0
COc1ccc(NC(=O)C2CC(=O)n3cnnc3S2)cc1 (stereo not given)	-25	0%	-1.3	-20%	5%	?	-6%	0.7
OCCN(CCO)c1ncnc2c1oc1ccc(Br)cc12	2	5%	-0.8	-14%	17%	-11%	1%	0.2
CC1=C(C(=O)N(C)C)C(c2cccc(Cl)c2)NC(=O)N1 (stereo not given)	3	8%	0.8	11%	-11%	-6%	-18%	1.9
CCOC(=O)C1=C(N)OC2=C(C(=O)CC(C)(C)C2)C1c1ccccc1OCC#N (stereo not given)	.	11%	3.3	7%	3%	1%	-3%	1.5
COc1ccc(NC(=S)N2CCN(c3ccccn3)CC2)cc1OC	-2	-1%	1.2	0%	-5%	-2%	10%	-0.9
Cc1cc(Cn2nc(-c3ccccc3)cc2C(=O)NCC2CC2)on1	-4	3%	-0.4	-13%	8%	-6%	-8%	-0.8
CCC(C)NCCOc1cc(C)cc(C)c1C (stereo not given)	3	11%	-0.8	5%	10%	-5%	-14%	0.6
Cc1ccc(C(=O)NCC(=O)NCC(=O)OCc2ccc(Oc3ccc([N+](=O)[O-])cc3)cc2)cc1	5	0%	-0.5	-3%	12%	-3%	-7%	-0.7
CCOc1nc(CC)nc(NC(=O)NS(=O)(=O)c2ccccc2Cl)n1	1	-5%	-0.1	2%	16%	0%	-14%[57.1 µM]	0.3
Cc1cc(-c2nc3c4c5c(sc4[nH]c(=O)n3n2)CCC5)c(C)o1	-59*	-7%	-0.1	-14%	4%	?	?	-9.5

Screens deposited in PubChem BioAssay by National Center for Advancing Translational Sciences (NCATS).

Some of the compounds tested; count on the stated rates, not on these rows.
